NSD2 block = inhibitors of human NSD2 methyltransferase. inhibition, % at 12.5 µM. 0.07% of 44,000 active. O96028. AID 624260. NSD2-SET H3K36me1 DELFIA fluorescence, biochemical; in the data active means inhibition above about 54%, passing the limit was not always enough;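 further: inhibitors reduce the monomethyl H3K36 fluorescence signal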
Target sequence (O96028 whole entry, looked up): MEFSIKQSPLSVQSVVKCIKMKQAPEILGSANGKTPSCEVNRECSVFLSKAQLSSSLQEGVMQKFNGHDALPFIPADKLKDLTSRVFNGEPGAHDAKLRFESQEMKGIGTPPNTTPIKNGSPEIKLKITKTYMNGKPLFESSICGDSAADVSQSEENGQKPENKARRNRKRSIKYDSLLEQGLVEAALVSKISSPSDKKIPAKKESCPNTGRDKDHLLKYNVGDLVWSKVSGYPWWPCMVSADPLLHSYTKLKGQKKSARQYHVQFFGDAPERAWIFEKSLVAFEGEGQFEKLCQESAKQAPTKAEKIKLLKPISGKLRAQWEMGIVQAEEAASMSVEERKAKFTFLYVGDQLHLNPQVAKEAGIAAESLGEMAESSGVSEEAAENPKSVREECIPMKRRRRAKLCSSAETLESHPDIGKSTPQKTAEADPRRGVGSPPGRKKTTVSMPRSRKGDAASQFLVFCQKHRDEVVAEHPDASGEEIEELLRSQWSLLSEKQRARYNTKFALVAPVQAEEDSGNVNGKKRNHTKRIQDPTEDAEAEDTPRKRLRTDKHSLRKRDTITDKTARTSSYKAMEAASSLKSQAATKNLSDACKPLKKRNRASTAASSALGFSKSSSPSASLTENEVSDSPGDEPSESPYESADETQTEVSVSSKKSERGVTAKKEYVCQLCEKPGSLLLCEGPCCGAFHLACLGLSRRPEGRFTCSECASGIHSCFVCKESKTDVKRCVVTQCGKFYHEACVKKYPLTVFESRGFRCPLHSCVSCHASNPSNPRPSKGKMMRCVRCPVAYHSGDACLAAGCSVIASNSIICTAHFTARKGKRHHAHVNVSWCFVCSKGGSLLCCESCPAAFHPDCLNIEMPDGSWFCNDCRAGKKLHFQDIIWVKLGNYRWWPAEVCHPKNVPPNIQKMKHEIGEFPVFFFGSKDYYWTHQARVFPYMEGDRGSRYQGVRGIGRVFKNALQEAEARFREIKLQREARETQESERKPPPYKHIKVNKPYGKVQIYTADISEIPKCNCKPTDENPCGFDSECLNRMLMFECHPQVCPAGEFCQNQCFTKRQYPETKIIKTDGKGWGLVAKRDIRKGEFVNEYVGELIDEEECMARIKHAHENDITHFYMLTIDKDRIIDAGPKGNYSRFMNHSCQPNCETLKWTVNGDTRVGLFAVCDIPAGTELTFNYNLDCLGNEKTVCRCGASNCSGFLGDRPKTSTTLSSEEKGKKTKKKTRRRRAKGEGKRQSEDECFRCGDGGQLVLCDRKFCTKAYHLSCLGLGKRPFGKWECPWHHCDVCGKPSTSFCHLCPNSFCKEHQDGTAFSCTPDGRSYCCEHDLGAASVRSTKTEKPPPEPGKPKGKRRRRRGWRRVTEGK
* = called active by the depositor. Some of the compounds tested; the hit share may differ from the screen's.

mol	NSD2 block
C[C@H](CO)N1C[C@H](C)[C@H](CN(C)Cc2ccc3c(c2)OCO3)Oc2c(NC(=O)C3CC3)cccc2C1=O	8
CC(C)C#Cc1ccc2c(c1)O[C@@H](CN(C)C)[C@H](C)CN([C@H](C)CO)S2(=O)=O	-8
Cc1noc(C)c1S(=O)(=O)Nc1ccc2c(c1)C(=O)N([C@@H](C)CO)C[C@H](C)[C@H](CN(C)Cc1ccccc1)OCCCC[C@H](C)O2	-12
Cc1ccc(S(=O)(=O)N(C)C[C@@H]2Oc3ccc(NC(=O)CCC(F)(F)F)cc3CC(=O)N([C@@H](C)CO)C[C@H]2C)cc1	4
C[C@@H]1CN([C@H](C)CO)C(=O)c2cccc(NC(=O)NC3CCCCC3)c2O[C@@H]1CN(C)C(=O)Nc1cccc2ccccc12	-5
C[C@H](CO)N1C[C@H](C)[C@@H](CN(C)C(=O)Nc2cccc3ccccc23)Oc2ccc(NS(=O)(=O)c3cn(C)cn3)cc2C1=O	-1
C[C@H]1CN([C@@H](C)CO)C(=O)c2cc(NC(=O)Cc3cn(C)c4ccccc34)ccc2O[C@@H]1CN(C)C(=O)NC1CCCCC1	1
C[C@@H]1CCCCO[C@@H](CN(C)Cc2ccc(C(F)(F)F)cc2)[C@@H](C)CN([C@@H](C)CO)C(=O)c2cc(NC(=O)Nc3ccccc3)ccc2O1	-14
C[C@@H]1CN([C@@H](C)CO)C(=O)Cc2cc(NC(=O)NC3CCCCC3)ccc2O[C@H]1CN(C)S(=O)(=O)c1cn(C)cn1	-5
O=C(Nc1ccc2c(c1)[C@@H]1C[C@@H](CC(=O)N3CCCCC3)O[C@@H](CO)[C@@H]1O2)Nc1ccccc1F	1
C[C@@H]1CN([C@H](C)CO)C(=O)c2cc(NC(=O)Nc3ccc(C(F)(F)F)cc3)ccc2O[C@@H]1CN(C)Cc1ccc(-c2ccccc2)cc1	-2
C[C@H](CO)N1C[C@H](C)[C@H](CN(C)Cc2ccc(C(F)(F)F)cc2)Oc2c(NC(=O)C3CCOCC3)cccc2C1=O	-2
CC(=O)n1cc([C@H]2C=C(C(=O)Nc3ccccc3)O[C@@H](OCCCCO)C2)c2ccccc21	2
C[C@@H]1CN([C@H](C)CO)C(=O)c2cc(NC(=O)Nc3ccc4c(c3)OCO4)ccc2O[C@@H]1CN(C)Cc1ccc(C(=O)Nc2ccccc2N)cc1	3
C[C@@H]1CCCCO[C@@H](CN(C)S(=O)(=O)c2ccccc2)[C@H](C)CN([C@H](C)CO)C(=O)c2cc(NS(=O)(=O)c3cn(C)cn3)ccc2O1	-2
Cc1ccc(S(=O)(=O)N(C)C[C@@H]2Oc3ccc(NS(=O)(=O)c4cn(C)cn4)cc3CC(=O)N([C@@H](C)CO)C[C@@H]2C)cc1	8
CNC[C@H]1Oc2ccc(NC(=O)NC3CCCCC3)cc2C(=O)N([C@@H](C)CO)C[C@H]1C	2
COc1cccc(S(=O)(=O)Nc2ccc3c(c2)[C@H]2C[C@@H](CC(=O)NCc4ccccc4F)O[C@H](CO)[C@H]2O3)c1	5
C[C@@H]1CN([C@@H](C)CO)C(=O)c2cccc(NC(=O)c3cnccn3)c2O[C@H]1CN(C)Cc1ccc(C(=O)Nc2ccccc2N)cc1	-1
COc1ccc(NC(=O)Nc2ccc3c(c2)C(=O)N([C@H](C)CO)C[C@H](C)[C@@H](CN(C)S(=O)(=O)c2ccc(Cl)cc2)OCCCC[C@@H](C)O3)cc1	-4
C[C@H](CO)N1C[C@H](C)[C@@H](CN(C)S(C)(=O)=O)Oc2ccc(NS(=O)(=O)c3ccccc3)cc2C1=O	6
C[C@@H]1CN([C@@H](C)CO)C(=O)c2cc(NC(=O)Nc3ccc4c(c3)OCO4)ccc2O[C@@H](C)CCCCO[C@H]1CN(C)Cc1ccccc1	4
COc1ccc(-c2ccc3c(c2)O[C@H](CN(C)Cc2ccccc2C(=O)O)[C@@H](C)CN([C@@H](C)CO)S3(=O)=O)cc1	2
CC(C)NC(=O)Nc1ccc2c(c1)C(=O)N([C@@H](C)CO)C[C@@H](C)[C@@H](CN(C)C(=O)Cc1ccccc1)OCCCC[C@@H](C)O2	-5
COc1ccc(CN(C)C[C@H]2Oc3ccc(NS(=O)(=O)c4ccc(F)cc4)cc3C(=O)N([C@@H](C)CO)C[C@@H]2C)cc1	-3
Cc1noc(C)c1NC(=O)N(C)C[C@@H]1Oc2ccc(NS(=O)(=O)c3ccccc3)cc2CC(=O)N([C@@H](C)CO)C[C@H]1C	7
C[C@H]1CN([C@@H](C)CO)C(=O)c2cc(-c3ccc(F)cc3)cnc2O[C@H]1CN(C)C(=O)C1CCC1	-5
CC(=O)N(C)C[C@@H]1Oc2cc(C#CCN(C)C)ccc2S(=O)(=O)N([C@@H](C)CO)C[C@@H]1C	3
Cc1noc(C)c1NC(=O)N(C)C[C@H]1Oc2c(NC(=O)c3ccncc3)cccc2C(=O)N([C@@H](C)CO)C[C@@H]1C	-2
CN(C)C(=O)[C@]1(CCS(=O)(=O)c2ccccc2)N=C(c2ccc(OCCCO)cc2)O[C@@H]1c1ccccc1	0

Six compounds out of the list above, sorted by the number in NSD2 block, smallest number first.
SMILES	NSD2 block
C[C@H]1CN([C@@H](C)CO)C(=O)c2cc(-c3ccc(F)cc3)cnc2O[C@H]1CN(C)C(=O)C1CCC1	-5
C[C@H]1CN([C@@H](C)CO)C(=O)c2cc(NC(=O)Cc3cn(C)c4ccccc34)ccc2O[C@@H]1CN(C)C(=O)NC1CCCCC1	1
CC(=O)n1cc([C@H]2C=C(C(=O)Nc3ccccc3)O[C@@H](OCCCCO)C2)c2ccccc21	2
CC(=O)N(C)C[C@@H]1Oc2cc(C#CCN(C)C)ccc2S(=O)(=O)N([C@@H](C)CO)C[C@@H]1C	3
C[C@H](CO)N1C[C@H](C)[C@@H](CN(C)S(C)(=O)=O)Oc2ccc(NS(=O)(=O)c3ccccc3)cc2C1=O	6
Cc1noc(C)c1NC(=O)N(C)C[C@@H]1Oc2ccc(NS(=O)(=O)c3ccccc3)cc2CC(=O)N([C@@H](C)CO)C[C@H]1C	7

Next results.
mol	NSD2 block
COCC#Cc1cnc2c(c1)C(=O)N([C@H](C)CO)C[C@@H](C)[C@@H](CN(C)C(=O)c1cccc(F)c1)O2	0
C[C@@H]1C[C@H]2[C@@H]3C[C@H](F)C4=CC(=O)C=C[C@]4(C)[C@@]3(Cl)[C@@H](O)C[C@]2(C)[C@H]1C(=O)COC(=O)C(C)(C)C	-1
C[C@@H]1CN([C@@H](C)CO)C(=O)CCCn2nncc2CO[C@H]1CN(C)S(=O)(=O)c1ccc(Cl)cc1	-1
C/C=C/c1cnc2c(c1)C(=O)N([C@@H](C)CO)C[C@@H](C)[C@@H](CN(C)S(=O)(=O)c1cccs1)O2	9
C[C@@H]1CN([C@@H](C)CO)C(=O)c2cccc(N(C)C)c2O[C@H]1CN(C)Cc1ccc(Oc2ccccc2)cc1	4
CCCNC(=O)N(C)C[C@@H]1Oc2ncc(Br)cc2C(=O)N([C@@H](C)CO)C[C@@H]1C	3
COc1cccc(C#Cc2ccc3c(c2)O[C@@H](CN(C)C(C)=O)[C@@H](C)CN([C@H](C)CO)S3(=O)=O)c1	9
Cc1ccc(S(=O)(=O)N(C)C[C@H]2Oc3ccc(NC(=O)Nc4ccc(F)cc4)cc3C(=O)N([C@H](C)CO)C[C@H]2C)cc1	-4
C[C@H](CO)N1C[C@H](C)[C@@H](CN(C)C(=O)Nc2cccc3ccccc23)Oc2ccc(NS(C)(=O)=O)cc2CC1=O	-4
Cc1ccc(S(=O)(=O)Nc2ccc3c(c2)C(=O)N([C@@H](C)CO)C[C@H](C)[C@H](CN(C)C(=O)Cc2ccccc2)OCCCC[C@@H](C)O3)cc1	-3
O=C1CS(=O)(=O)C(c2ccccc2)N1c1ccccc1 (stereo not drawn)	-8
C[C@@H]1CCCCO[C@H](CN(C)C(=O)Nc2ccccc2)[C@H](C)CN([C@@H](C)CO)C(=O)c2cc(NS(=O)(=O)c3ccc(Cl)cc3)ccc2O1	-3
C[C@@H](O)[C@@H](O)[C@@H](O)C/C=N/NC(=O)c1cccc(C(=O)NO)c1	-2
C[C@H]1CN([C@@H](C)CO)C(=O)c2cccc(NC(=O)Nc3cccc4ccccc34)c2O[C@@H]1CN(C)S(=O)(=O)c1cccs1	-3
CO[C@H](CN(C)C(=O)c1ccc2c(c1)OCO2)[C@H](C)CN([C@@H](C)CO)S(=O)(=O)c1ccc(C)cc1	5
C[C@@H]1CCCCO[C@@H](CN(C)S(=O)(=O)c2cccs2)[C@H](C)CN([C@@H](C)CO)C(=O)c2cc(NC(=O)Cc3ccccc3)ccc2O1	-1
C[C@@H]1CN([C@@H](C)CO)C(=O)c2cc(NC(=O)NC3CCCCC3)ccc2O[C@@H]1CN(C)Cc1ccc(Cl)c(Cl)c1	-1
Cc1noc(C)c1S(=O)(=O)N(C)C[C@H]1Oc2ccc(NC(=O)Nc3ccccc3)cc2CC(=O)N([C@@H](C)CO)C[C@@H]1C	-4
C[C@@H]1CN([C@@H](C)CO)C(=O)c2cc(NC(=O)Cc3ccccc3)ccc2O[C@@H](C)CCCCO[C@H]1CN(C)S(=O)(=O)c1ccc(Cl)cc1	-2
O=C1Nc2ccccc2/C1=C\c1c(Cl)[nH]c2ccccc12	0
COc1ccc(C#Cc2ccc3c(c2)[C@]2(C(=O)N3)[C@H](c3ccc(O)cc3)N3[C@H](c4ccccc4)[C@H](c4ccccc4)OC(=O)[C@H]3[C@@H]2C(=O)N2CCCCCCC2)cc1	-5
C[C@H]1CN([C@@H](C)CO)C(=O)c2cccc(NC(=O)c3nc4ccccc4s3)c2O[C@@H]1CN(C)Cc1ccc(C(=O)Nc2ccccc2N)cc1	15
COc1ccc(S(=O)(=O)N(C)C[C@H]2OCCCC[C@@H](C)Oc3ccc(NC(=O)NC(C)C)cc3C(=O)N([C@@H](C)CO)C[C@H]2C)cc1	5
C[C@@H]1CN([C@@H](C)CO)C(=O)c2cc(C#CC3(O)CCCC3)cnc2O[C@@H]1CN(C)C(=O)C1CCCCC1	1
O=C(C[C@H]1C[C@@H]2c3cc(NC(=O)NC4CCCC4)ccc3O[C@@H]2[C@@H](CO)O1)NCc1cc(F)ccc1F	-6
COc1cccc(NC(=O)COc2ccccc2C(=O)O)c1	0
C[C@@H]1CCCCO[C@@H](CN(C)C(=O)c2ccncc2)[C@H](C)CN([C@@H](C)CO)C(=O)c2cc(NS(=O)(=O)c3ccccc3)ccc2O1	-303
C[C@H](CO)N1C[C@H](C)[C@@H](CN(C)C(=O)NC2CCCCC2)Oc2ccc(NC(=O)C3CC3)cc2C1=O	-4
CCC(=O)N(C)C[C@H]1Oc2cc(C#CC(C)C)ccc2S(=O)(=O)N([C@H](C)CO)C[C@@H]1C	-1
O=[N+]([O-])c1ccc(-c2nc(-c3ccc(F)cc3)c(-c3ccncc3)[nH]2)cc1	-4

C[C@@H]1CN([C@H](C)CO)C(=O)c2cccc(NC(=O)C3CCCCC3)c2O[C@H]1CN(C)Cc1ccc(Cl)c(Cl)c1
  NSD2 block: -3
COc1ccc(S(=O)(=O)N(C)C[C@H]2Oc3c(NC(=O)CCCCCC(=O)Nc4ccccc4N)cccc3C(=O)N([C@@H](C)CO)C[C@@H]2C)cc1
  NSD2 block: 3
COc1ccc(S(=O)(=O)Nc2ccc3c(c2)C(=O)N([C@@H](C)CO)C[C@@H](C)[C@H](CN(C)C)OCCCC[C@@H](C)O3)cc1
  NSD2 block: -3
Cc1noc(C)c1NC(=O)Nc1ccc2c(c1)C(=O)N([C@H](C)CO)C[C@@H](C)[C@@H](CN(C)Cc1ccc3c(c1)OCO3)O2
  NSD2 block: -5
C[C@H]1CN([C@@H](C)CO)C(=O)c2cccc(NC(=O)C3CC3)c2O[C@@H]1CN(C)C(=O)NC1CCCCC1
  NSD2 block: -3
C[C@@H]1CN([C@@H](C)CO)C(=O)c2cc(NC(=O)CCC(F)(F)F)ccc2O[C@@H](C)CCCCO[C@H]1CN(C)C(=O)Nc1ccccc1
  NSD2 block: 4
C[C@@H]1CN([C@@H](C)CO)C(=O)c2cc(-c3ccc(F)cc3)cnc2O[C@@H]1CN(C)Cc1ccc(C(=O)O)cc1
  NSD2 block: -2
CCCNC(=O)N(C)C[C@H]1Oc2ncc(C#C[C@@H](C)O)cc2C(=O)N([C@H](C)CO)C[C@H]1C
  NSD2 block: 3
COc1ccc(S(=O)(=O)Nc2ccc3c(c2)C(=O)N([C@H](C)CO)C[C@@H](C)[C@@H](CN(C)S(=O)(=O)c2cn(C)cn2)OCCCC[C@H](C)O3)cc1
  NSD2 block: 2
Cc1ccc(-c2cnc3c(c2)C(=O)N([C@H](C)CO)C[C@@H](C)[C@H](CN(C)C(=O)c2cccc(F)c2)O3)cc1
  NSD2 block: -8
C[C@@H]1CN([C@@H](C)CO)C(=O)c2cc(-c3cccc(F)c3)cnc2O[C@@H]1CN(C)S(=O)(=O)c1cccc(F)c1
  NSD2 block: 8
COc1ccc(S(=O)(=O)Nc2cccc3c2O[C@@H](CN(C)C(=O)Nc2c(C)noc2C)[C@@H](C)CN([C@H](C)CO)C3=O)cc1
  NSD2 block: 15
COc1ccc(NC(=O)N(C)C[C@H]2Oc3cc(C#CCN(C)C)ccc3S(=O)(=O)N([C@H](C)CO)C[C@@H]2C)cc1
  NSD2 block: 8
COc1cccc(NC(=O)N[C@@H]2CC[C@@H](CC(=O)Nc3ccc(-c4ccccc4)cc3)O[C@H]2CO)c1
  NSD2 block: 6
COc1ccc(CN(C)C[C@H]2Oc3ccc(NC(=O)CCCCCC(=O)Nc4ccccc4N)cc3CC(=O)N([C@H](C)CO)C[C@H]2C)cc1
  NSD2 block: -5

Rewritten with values ahead of the structure: entries from further up
NSD2 block,SMILES
-3,C[C@@H]1CN([C@H](C)CO)C(=O)c2cccc(NC(=O)C3CCCCC3)c2O[C@H]1CN(C)Cc1ccc(Cl)c(Cl)c1
3,COc1ccc(S(=O)(=O)N(C)C[C@H]2Oc3c(NC(=O)CCCCCC(=O)Nc4ccccc4N)cccc3C(=O)N([C@@H](C)CO)C[C@@H]2C)cc1
-3,COc1ccc(S(=O)(=O)Nc2ccc3c(c2)C(=O)N([C@@H](C)CO)C[C@@H](C)[C@H](CN(C)C)OCCCC[C@@H](C)O3)cc1

Source: PubChem BioAssay (Broad Institute)
